Arr AP2 block: human beta-arrestin and AP2 interaction inhibition; inhibition, % at 10 µM; FITC-arrestin peptide / GST-AP2 beads, flow cytometry; AP2 beta2 appendage carries R879A mutation; AID 504490; actives 0.31% (n = 340,000);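 active = inhibition above a set limit, near 3 SD of compounds lacking own fluorescence, cut at about 54% in these data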;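 also: plate controls were DMSO wells for no effect and 5 µM unlabelled arrestin peptide for full effect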
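Material – AP2 appendage R879A on GSH beads · Buffer or medium – PBS with 0.05% Tween 20 and 0.1% BSA · Probe or stimulus – fluorescein-tagged arrestin peptide at 50 nM final · Incubation – compound with beads 12 min RT, then probe 1 h RT · Detection – high-throughput flow cytometry of beads, ex 488, em 535 nm · Evaluation – percent response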
MOR-DOR inv ag: mu-delta opioid heterodimer inverse agonism; cell-based MOR-DOR heterodimer luminescence; inhibition, % at 9.3 µM; actives 0.21% (n = 340,000); AID 504357; in the data active = inhibition above about 22%, passing the limit was not always enough;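 also: 0% = cells with DMSO and 100% = wells without cells with DMSO; values of inactives mirror those of a sister screen read the other way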
PKA-R1A activ: activators of PKA-R1A complex | P00514+P68181 | actives 0.083% (n = 340,000) | activation, % at 11.4 µM | PKA-R1A dissociation, Cy5-IP20 fluorescence polarization; scaled: DMSO 0%, 113 µM cGMP 100%;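 active = percent activation above the mean of all tested compounds plus 3 SD, cut at about 19% in these data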;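 also: higher means more PKAc released from R1A so a rise in polarization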
DAGLB inhibitor: diacylglycerol lipase beta (human) inhibition; inhibition, % at 5.17 µM; Q8NCG7; actives 0.059% (n = 340,000); HEK293T DAGLB membrane lysate, EnzChek fluorogenic substrate; in the data active = inhibition above about 34%;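 also: 0% = enzyme with vehicle and 100% = wells lacking enzyme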
Target sequence (Q8NCG7 whole entry, looked up): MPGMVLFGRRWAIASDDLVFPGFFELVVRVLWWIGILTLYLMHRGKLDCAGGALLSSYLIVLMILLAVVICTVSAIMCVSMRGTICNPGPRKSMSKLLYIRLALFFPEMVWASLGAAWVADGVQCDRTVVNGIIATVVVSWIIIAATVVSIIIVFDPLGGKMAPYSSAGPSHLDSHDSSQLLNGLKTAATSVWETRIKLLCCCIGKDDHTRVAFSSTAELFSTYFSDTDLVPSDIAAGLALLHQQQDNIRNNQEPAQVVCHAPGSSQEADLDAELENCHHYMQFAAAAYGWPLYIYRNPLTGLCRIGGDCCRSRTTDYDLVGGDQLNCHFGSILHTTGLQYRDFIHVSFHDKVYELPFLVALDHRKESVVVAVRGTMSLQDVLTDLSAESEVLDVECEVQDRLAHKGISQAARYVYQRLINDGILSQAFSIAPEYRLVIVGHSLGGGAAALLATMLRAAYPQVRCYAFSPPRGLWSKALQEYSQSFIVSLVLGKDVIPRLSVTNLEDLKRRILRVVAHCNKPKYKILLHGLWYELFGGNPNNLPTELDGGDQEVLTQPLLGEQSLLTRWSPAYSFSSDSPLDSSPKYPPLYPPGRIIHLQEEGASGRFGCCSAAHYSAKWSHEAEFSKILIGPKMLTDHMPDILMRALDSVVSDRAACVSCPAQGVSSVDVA
MOR-DOR ag: OPRM1-OPRD1 heterodimerization agonism. P35372+P41143. actives 0.3% (n = 340,000). cells, luminescence. AID 504326. activation, % at 9.3 µM; in the data active = activation above about 18%;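 also: 0% = vehicle-treated cells and 100% = reference agonist; values of inactives mirror those of a sister screen read the other way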
V-ATPase pH: alters yeast V-ATPase proton transport; response, % at 10 µM; actives 0.37% (n = 350,000); S. cerevisiae, pHLuorin cytosolic pH fluorescence; in the data active = response mostly above about 7.3%, no sharp cut-off; inactive = mostly below about 5.4%; also: actives read high; inactives centre near 0; some compounds called inactive have numbers as strong as hits; reference of the scale not given here
HTR5A ag ctr: activates human HTR5A in OPRM1-OPRD1 agonist counter-screen | HTR5A agonist assay, luminescence, cell-based | activation, % at 9.3 µM | actives 0.61% (n = 340,000); in the data active = activation mostly above about 9.5%, no sharp cut-off; inactive = mostly below about 7.6%;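 also: 0% = cells with vehicle only and 100% = reference agonist; strong numbers were not always called active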
PKA-R2B act: activators of human PKA-R2B complex; P22694+P31323; actives 0.079% (n = 340,000); activation, % at 11.4 µM; PKA-R2B holoenzyme dissociation, Cy5-IP20 fluorescence polarization; R2B truncated from residue 108, S112A mutant; 0% DMSO only, 100% 113 µM cGMP;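 active = activation above a cutoff set at the mean over all compounds plus 3 SD, cut at about 18% in these data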;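 also: higher means more holoenzyme dissociation and a rise in polarization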
Target sequence (P31323 whole entry, looked up, other chains not shown, the tested form may be a part): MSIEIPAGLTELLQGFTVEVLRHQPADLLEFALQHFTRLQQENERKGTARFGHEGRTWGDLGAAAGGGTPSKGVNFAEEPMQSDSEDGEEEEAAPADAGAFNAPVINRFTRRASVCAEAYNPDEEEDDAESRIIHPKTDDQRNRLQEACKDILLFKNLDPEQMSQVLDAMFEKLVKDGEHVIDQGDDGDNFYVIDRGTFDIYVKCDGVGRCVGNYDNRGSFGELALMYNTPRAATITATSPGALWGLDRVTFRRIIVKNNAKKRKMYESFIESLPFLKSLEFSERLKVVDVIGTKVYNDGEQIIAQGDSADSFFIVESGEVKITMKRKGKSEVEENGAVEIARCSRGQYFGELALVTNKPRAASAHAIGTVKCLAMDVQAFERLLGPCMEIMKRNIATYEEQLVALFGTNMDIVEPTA
HTR5A inv ag: counter-screen for OPRM1-OPRD1 inverse agonists: human HTR5A inverse agonism; P47898; HTR5A cell line, luminescence; inhibition, % at 9.3 µM; actives 0.083% (n = 340,000); AID 504634; in the data active = inhibition mostly above about 23%, no sharp cut-off; inactive = mostly below about 18%;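 also: 0% = cells with DMSO and 100% = no-cell wells with DMSO; some compounds called inactive have numbers as strong as hits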
Pemphigus Ab inh: blocks pemphigus antibody binding to human desmoglein-3; DSG3-coupled beads, scFv-anti-DSG3-GFP binding, flow cytometry; stronger effect = lower value; binding (percent of control), % at 10 µM; actives 0.48% (n = 310,000);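 active = binding more than 3 SD below its plate's average and above zero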;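 also: hits lower antibody fragment binding to DSG3; some compounds called inactive have numbers as strong as hits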
* marks the source's active call; other numbers are inactive results; . = no result given.

SMILES | Arr AP2 block | MOR-DOR inv ag | PKA-R1A activ | DAGLB inhibitor | MOR-DOR ag | V-ATPase pH | HTR5A ag ctr | PKA-R2B act | HTR5A inv ag | Pemphigus Ab inh
Cc1cc(C)c(NC(=O)CSc2nc3ncc(Cl)cc3[nH]2)c(C)c1 | 25.7 | 18.3 | -5.2 | -0.4 | -3.7 | -2.2 | -0.3 | -0.9 | -10.7 | 99.3
CCN(CC)CCCn1c2c(c(SCC(=O)Nc3ccc(OC(F)(F)F)cc3)nc1=O)CCC2 | -1.2 | 8.7 | -6.7 | 0.1 | -1.7 | -3.6 | -5.1 | -1.6 | 12.4 | 101.1
CCOC(=O)C1=C(C)Nc2ccc(C)cc2S1 | 15.0 | 8.9 | -3.0 | -0.2 | -1.5 | 4.1 | 4.4 | -13.3 | -14.5 | 107.8
CCOC(=O)C1Nc2ccc(C(F)(F)F)cc2C2c3ccccc3CC12 (configuration not stated) | 7.5 | -12.1 | -2.4 | 0.0 | 2.2 | -0.5 | -4.1 | -1.1 | -6.9 | 102.3
COCCCNc1nc(-c2ccc(Cl)cc2)nc2ccccc12 | 36.4 | -6.7 | 0.9 | -1.3 | 1.4 | 4.1 | -0.1 | 5.1 | 0.5 | 94.3
COCCCNC(=O)c1ccc(CS(=O)(=O)c2ccccc2OC)o1 | -17.9 | 14.9 | -11.7 | -2.3 | -3.3 | -0.5 | -1.8 | 7.5 | 6.5 | 93.0
O=C(CN1CCN(c2ccc(Cl)cc2)CC1)c1ccccc1 | 38.3 | 8.5 | -0.1 | -1.1 | -1.5 | 5.4 | -1.9 | 2.6 | 7.6 | 90.8
CC(=O)Nc1ccc(NC(=S)NC(=O)c2oc3ccccc3c2C)cc1 | 6.0 | -3.4 | 1.3 | -2.5 | 0.6 | 3.2 | 3.3 | -0.5 | -11.4 | 103.5
Cc1csc2ncnc(NCCc3ccccn3)c12 | -4.2 | -8.7 | -5.1 | -2.1 | 1.2 | -5.0 | 0.9 | -9.6 | -2.5 | 105.9
CCOC(=O)N1CCC(c2cc(=O)n3[nH]c(C)c(-c4ccc(F)cc4)c3n2)CC1 | 4.7 | 10.5 | 3.1 | 9.7 | -1.9 | 1.6 | -4.6 | 6.9 | 11.9 | 102.1
O=C(N/N=C/c1cccc(O)c1)c1cc(C2CC2)nc2ccccc12 | -0.4 | -6.6 | -1.8 | -2.2 | 0.9 | 5.3 | -0.3 | -4.2 | 0.9 | .
CC(=O)Nc1cccc(NS(=O)(=O)c2cccc3nsnc23)c1 | 9.5 | 12.0 | 6.1 | -0.5 | -2.1 | -1.1 | -1.2 | 0.0 | 3.6 | 103.5
NC(=O)C1CCN(C(=O)CSc2ncccn2)CC1 | 27.1 | 9.6 | -6.2 | 1.4 | -1.9 | 0.8 | 2.9 | -7.9 | 12.8 | 107.6
CC1CCCCN1C(=O)C(=O)c1cn(CC(=O)N2CCCCCC2)c2ccccc12 (configuration not stated) | 7.2 | 7.0 | -2.5 | 1.4 | -1.3 | 5.6 | -1.4 | -9.3 | 13.1 | .
C=CCNc1nnc(SC2CC(=O)N(c3ccc(OCCC)cc3)C2=O)s1 (configuration not stated) | -1.9 | -5.0 | 0.3 | 7.7 | 0.9 | -1.6 | 0.7 | -7.9 | -2.5 | 106.5
CCOC(=O)c1ccc(N2C(=O)CC(Sc3ncccn3)C2=O)cc1 (configuration not stated) | -8.1 | 15.7 | 1.9 | 1.1 | -3.2 | -1.9 | -4.6 | 0.5 | 15.5 | 108.9
CSc1nc(C)c(CCOC(=O)c2cccc(C)c2)c(=O)[nH]1 | 28.0 | 11.9 | -7.7 | -1.9 | -1.9 | -2.9 | 3.4 | -7.5 | -4.9 | .
O=S(=O)(Cc1ccccc1Cl)N1CCCCC1 | 5.0 | -0.4 | 6.0 | 2.9 | 0.1 | 2.3 | 4.0 | -2.0 | -11.2 | .
c1ccc(CNc2ccc(CNc3ncn[nH]3)cc2)cc1 | 2.0 | 6.7 | 4.1 | 1.1 | -1.4 | 5.7 | -1.1 | 0.8 | 2.8 | 91.9
Cc1ccc(NC(=O)CCNS(=O)(=O)c2ccc3[nH]c(=O)oc3c2)cc1 | -2.8 | 17.9 | -11.1 | 0.3 | -3.6 | 1.2 | -0.3 | -3.8 | 4.4 | 102.7
O=C(NCCCN1CCCCCC1)c1ccc2c(Cl)c3c(nc2c1)CCCC3 | -2.7 | 1.8 | -0.2 | 3.4 | -0.3 | -1.3 | 5.1 | -12.2 | 0.2 | 90.2
S=c1[nH]nc(-c2cc(-c3ccccc3)n[nH]2)n1/N=C/c1c2ccccc2cc2ccccc12 | -5.7 | -19.9 | -10.6 | -0.5 | 3.8 | -0.4 | -2.8 | 5.1 | 8.8 | 82.6*
Cc1cccc(NC(=O)c2ccc(C3SCC(=O)N3CCc3ccccc3)cc2)c1 (configuration not stated) | 9.7 | -1.7 | -8.1 | -3.9 | 0.3 | 1.4 | -2.3 | -3.7 | -8.6 | 94.0
CC1Cc2ccccc2N1S(=O)(=O)c1cnc[nH]1 (configuration not stated) | 10.0 | -7.9 | -0.8 | -7.1 | 1.3 | 9.5 | 3.2 | 5.4 | -12.3 | 114.0
O=C(O)c1cccc(-c2ccc(/C=N/NC(=O)C3COc4ccccc4O3)o2)c1 (configuration not stated) | 6.8 | 15.8 | -8.6 | 0.3 | -2.4 | 0.0 | -11.9 | -15.5 | 29.6 | 85.6
CC1CCC(NS(=O)(=O)c2ccc3c(c2)CC(=O)N3)CC1 (configuration not stated) | -27.0 | 13.7 | -1.1 | -1.2 | -2.6 | 4.4 | -1.8 | -2.1 | 6.8 | 95.8
COc1cccc(CNC(=O)C2CCN(c3ncnc4c3nc3n4CCCCC3)CC2)c1 | 47.6 | 8.0 | -2.9 | -5.4 | -1.5 | 2.3 | -3.7 | 4.9 | 3.9 | 102.2
CSc1nc(C)c2cc(C)oc2n1 | -0.8 | 2.0 | 0.5 | -2.6 | -0.5 | 1.6 | -0.6 | -0.4 | 1.6 | .
COCCN1C(=O)C(=O)/C(=C(/O)c2ccc(S(=O)(=O)N3CCOCC3)cc2)C1c1cccc(OC)c1 (configuration not stated) | 43.2 | 11.7 | 8.3 | 2.4 | -2.2 | -0.9 | -1.8 | 11.1 | 20.0 | 98.2
CCOc1ccc(OCc2ccc(C(=O)NN)o2)cc1 | 9.2 | 9.1 | -2.8 | -4.4 | -1.8 | -2.6 | -3.7 | 10.2 | 9.5 | .
CCn1cc([N+](=O)[O-])c(C(=O)Nc2nc(-c3ccc(C)c(C)c3)c(C)s2)n1 | 24.1 | -6.8 | -3.1 | -0.8 | 1.2 | 2.6 | 2.1 | 4.1 | -7.3 | 94.5
O=C(O)C(Cc1ccc(OS(=O)(=O)Cc2ccccc2)cc1)NS(=O)(=O)Cc1ccccc1 (configuration not stated) | 10.5 | 6.4 | -1.2 | 1.6 | -1.2 | 1.3 | 1.8 | -4.9 | -6.3 | 97.5
COc1ccc(OCC(=O)N2CCN(S(=O)(=O)c3ccc(Cl)cc3)CC2)cc1 | -3.2 | 3.0 | 9.9 | 2.4 | -0.5 | -3.6 | -0.4 | 17.5 | -2.8 | 106.1
Cc1c(NC(=S)Nc2ccccc2C(F)(F)F)cccc1[N+](=O)[O-] | 30.7 | 6.3 | -9.4 | -0.8 | -1.1 | -3.3 | 4.5 | 2.6 | -12.1 | 100.6
CCOC(=O)c1c(C2CC2)csc1NC(=O)COC(=O)c1cc(OC)c(OC)cc1[N+](=O)[O-] | -5.2 | -5.3 | -16.6 | -1.1 | 0.8 | -0.7 | -2.7 | 2.4 | -1.1 | 84.8
Cc1cc(C)n2nc(SCc3ccccc3F)nc2n1 | -10.5 | 6.7 | 5.2 | 0.3 | -1.4 | 4.0 | 0.9 | 8.6 | -3.2 | 86.3
COC(C[C@@H]1O[C@@H]1[C@@H](O)[C@@H](C)OCc1ccccc1)OC | 4.8 | 6.3 | -1.2 | -1.4 | -1.1 | -4.8 | 0.6 | -3.8 | -1.4 | 101.0
CCOCCCNC(=S)N1CCC(NC(=O)c2ccco2)CC1 | -2.9 | 2.6 | -5.3 | -0.9 | -0.6 | -1.5 | -4.0 | -3.8 | -19.1 | .
O=C(Nc1nnc(-c2ccco2)o1)c1ccc(N2C(=O)CCC2=O)cc1 | 8.8 | 14.5 | -8.5 | -0.1 | -3.0 | 0.8 | 3.6 | -14.3 | 3.9 | 109.8
CCN(CC)c1ccc(/C=N/N2CCN(Cc3ccc(C)cc3)CC2)c(O)c1 | 8.7 | 16.6 | -11.8 | -0.9 | -3.1 | 2.2 | 0.8 | -10.7 | -2.4 | 101.3
COc1ccccc1Cn1c(=O)c2ccccc2n2c(Sc3ncnc4sccc34)nnc12 | -3.3 | -7.9 | -13.3 | 5.7 | 1.3 | 2.8 | 0.1 | 5.1 | -11.3 | 103.9
COC(OC)c1ccnc(-c2ccc(OC(=O)c3ccc(F)cc3)cc2)n1 | -3.4 | -17.7 | -8.5 | -5.4 | 3.5 | 0.4 | 3.7 | 6.0 | 13.2 | 99.0
Cc1cccc(NC(=O)c2cc(S(=O)(=O)N3CCc4ccccc43)cn2C)c1 | -0.2 | -40.4 | -8.3 | -6.5 | 6.9 | 0.2 | 4.0 | -1.7 | -14.1 | 96.1
COc1ccc2cc(CN(Cc3ccco3)C(c3nnnn3C3CCCCC3)C(C)C)c(=O)[nH]c2c1 (configuration not stated) | 14.0 | -1.6 | -4.7 | 0.1 | 0.4 | 5.1 | -1.3 | -7.0 | -17.0 | 107.5
O=C(NCc1cccnc1)C(=O)Nc1ccc2c(c1)OCO2 | -4.5 | 14.7 | 6.8 | -2.9 | -2.8 | -1.9 | 0.3 | 7.6 | -0.7 | 104.1
CCOC(=O)c1ccc2ncc(C(=O)OCC)c(NCc3ccco3)c2c1 | 3.7 | -22.8 | -3.5 | -7.8 | 4.2 | 1.3 | 1.0 | -1.3 | -3.6 | 46.6*
CNC(=O)COC(=O)c1c2c(nc3ccccc13)CCC2 | 40.1 | -10.9 | 7.9 | 0.1 | 2.2 | 0.9 | -3.5 | -12.0 | -20.1 | 97.0
CC(C)CN(CC(C)C)C(=O)Nc1ccccc1F | -3.0 | 14.2 | -0.2 | -1.4 | -2.9 | -2.4 | 1.5 | 3.8 | 6.1 | 88.6
COc1ccc(NC(=O)Nc2sc(NS(=O)(=O)c3ccccc3)nc2C)cc1 | 9.0 | -30.6 | -2.8 | 4.7 | 6.1 | 3.3 | 0.3 | -8.5 | -0.7 | 111.2

Some of the entries so far, with two lines to a compound:
Values run as follows: Arr AP2 block, MOR-DOR inv ag, PKA-R1A activ, DAGLB inhibitor, MOR-DOR ag, V-ATPase pH, HTR5A ag ctr, PKA-R2B act, HTR5A inv ag, Pemphigus Ab inh
> CCOC(=O)c1ccc2ncc(C(=O)OCC)c(NCc3ccco3)c2c1
→ 3.7, -22.8, -3.5, -7.8, 4.2, 1.3, 1.0, -1.3, -3.6, 46.6*
> CNC(=O)COC(=O)c1c2c(nc3ccccc13)CCC2
→ 40.1, -10.9, 7.9, 0.1, 2.2, 0.9, -3.5, -12.0, -20.1, 97.0
